TRPV1 agonist: HTS Assay for Compounds that Act as Agonists of the Vanilloid Receptor 1. Transient receptor potential cation channel subfamily V member 1 (Homo sapiens), Q8NER1. TRPV1-expressing cells, Fluo-8 calcium influx, agonist mode. activation, % at 8.33 µM. 0.19% of 320,000 active. AID 540275, 2011; in the data active = activation above about 80%; inconclusive = between about 30% and that limit; also: 0% is about no effect
Target sequence (Q8NER1 whole entry, looked up): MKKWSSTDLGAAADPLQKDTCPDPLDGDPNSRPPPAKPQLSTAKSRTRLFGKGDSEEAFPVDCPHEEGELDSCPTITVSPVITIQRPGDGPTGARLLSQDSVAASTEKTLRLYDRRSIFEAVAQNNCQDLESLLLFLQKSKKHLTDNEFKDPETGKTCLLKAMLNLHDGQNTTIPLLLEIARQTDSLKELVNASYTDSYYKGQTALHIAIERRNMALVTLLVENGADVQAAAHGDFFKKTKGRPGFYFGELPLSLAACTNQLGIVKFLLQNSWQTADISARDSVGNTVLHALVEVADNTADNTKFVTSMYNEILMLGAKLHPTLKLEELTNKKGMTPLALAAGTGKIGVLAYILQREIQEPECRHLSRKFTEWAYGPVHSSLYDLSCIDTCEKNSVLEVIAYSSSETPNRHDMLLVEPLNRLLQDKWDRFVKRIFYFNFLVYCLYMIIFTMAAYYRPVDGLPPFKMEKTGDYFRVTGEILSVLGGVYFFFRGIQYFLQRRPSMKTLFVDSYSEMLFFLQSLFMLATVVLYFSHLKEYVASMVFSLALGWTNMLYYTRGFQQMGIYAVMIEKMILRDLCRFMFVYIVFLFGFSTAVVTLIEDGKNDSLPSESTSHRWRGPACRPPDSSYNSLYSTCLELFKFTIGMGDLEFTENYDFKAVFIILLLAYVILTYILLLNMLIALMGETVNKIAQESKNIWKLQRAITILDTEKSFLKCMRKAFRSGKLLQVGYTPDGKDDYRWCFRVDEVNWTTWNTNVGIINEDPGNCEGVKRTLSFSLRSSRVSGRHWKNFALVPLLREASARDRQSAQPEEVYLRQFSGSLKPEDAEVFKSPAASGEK
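Cells expressing TRPV1 were dye-loaded with Fluo-8 and read kinetically: 10 s baseline, 3 min after compound (agonist portion), then 2 min after EC20 capsaicin (allosteric enhancer portion). Calcium-bound dye fluorescence at 480/520 nm.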
ELG1 repair inh: qHTS screen for small molecules that inhibit ELG1-dependent DNA repair in human embryonic kidney (HEK293T) cells expressing luciferase-tagged ELG1; HEK293T ELG1-luciferase reporter, luminescence, 16 h; DNA damage induced by 5-fluorouridine; Potency, µM (highest dose often 46.1 µM), for inactives: at the highest dose activity change, negative = inhibition, usual class: inhibitors; 2.3% of 330,000 active; AID 504467, 2011; also: potency is read from the fitted curve at half-maximal effect; % is scaled to controls: 0 for no effect and ±100 for the full control effect; nearly all actives have a fitted effect of over 55% in size
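In this reporter screen, reduction of luminescence relative to DMSO vehicle indicated activity. Compounds and 5-fluorouridine were added together to 2,000 cells per well, incubated for 16 hr at 37 °C, then developed with ONE-Glo.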
AT treatment: qHTS Assay for Identifying a Potential Treatment of Ataxia-Telangiectasia. […] A-T fibroblasts, KAP-1 phosphorylation AlphaLISA; neocarzinostatin DNA damage 30 min before lysis. Potency, µM (top dose mostly 57.5 µM), for inactives: at the highest dose activation, most hits filed as activators. 0.19% of 320,000 active. AID 485349, 2010; also: potency is read from the fitted curve at half-maximal effect; % of control where 0% means no effect; nearly all actives have a fitted effect of over 45% in size
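ATM-like activity read as KAP-1 phosphorylation via AlphaLISA donor/acceptor antibody pairs after lysis and 6 hr at 25C. Cells were ATM-null patient fibroblasts ([…], hTERT), dosed 60 min, then exposed to the DSB inducer NCS for 30 min.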
Integrin act MD: qHTS for Activators of Integrin-Mediated Alleviation for Muscular Dystrophy; Potency, µM (series often up to 38.3 µM), for the others: at the highest dose activation, usual class: activators; 0.064% of 350,000 active; alpha7betagal myoblasts, beta-gal FDG fluorescence, 48 h;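 also: potency is read from the fitted curve at half-maximal effect; 100% = response of the positive control SU9516; nearly all actives have a fitted effect of over 60% in size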
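alpha7betagal+/- myoblasts (passage 13, 250/well) treated 48 h at 37C with compounds at 1:260 dilution of DMSO stock. Lysed, then beta-galactosidase activity read as FDG fluorescence (ex 480/em 540) after 30 min, with pre-read for autofluorescence.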
p53 reactivator: qHTS assay for re-activators of p53 using a Luc reporter | H1299 p53-A138V BP100-luciferase reporter, luminescence, 24 h | Potency, µM (series often up to 92.2 µM), inactives show top-dose activity change, positive = activation, hits mostly activators | 0.063% of 320,000 active; also: potency is read from the fitted curve at half-maximal effect; % of control where 0% means no effect; nearly all actives have a fitted effect of over 45% in size
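H1299 (p53-null), stable ts p53-A138V + BP100-Luc; 1000 cells/well, Opti-MEM/10% FBS; cpd 4 pt, 1:5; 24 h, 37 deg C, 5% CO2; detection reagent 10 min RT; luminescence.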
BRCA1 expr act: qHTS Assay to Identify Small Molecule Activators of BRCA1 Expression | 1.1% of 380,000 active | AID 624202, 2012 | MCF7-BRCA1-FFLuc reporter, luminescence, 48 h; response scale: scaled: vehicle 0%, 10 µM genistein 100% | Potency, µM (top dose mostly 46.1 µM), without a hit: at the highest dose activation, actives largely listed as activators; also: potency is read from the fitted curve at half-maximal effect; nearly all actives have a fitted effect of over 80% in size; some results filed as inactive show a strong effect at the top dose
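MCF7-BRCA1-FFLuc, 2000 cells/well; 2 h attach, 37 °C/5% CO2; compound 48 h; luciferase substrate 15 min; luminescence end-point. Norm. to genistein 10 microM max activation and DMSO; concentration-response curves fitted.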
B2AR arrestin: qHTS assay of beta-arrestin-biased ligands of beta2-adrenergic receptor; Beta-2 adrenergic receptor (Homo sapiens), P07550; beta-arrestin recruitment to beta2AR, cell-based reporter; Potency, µM (doses to about 46.1 µM), inactives show top-dose activation, usual class: activators; 0.02% of 330,000 active; AID 492947, 2010;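 also: potency is read from the fitted curve at half-maximal effect; 0% = DMSO controls and full agonism = EC100 isoproterenol or metaproterenol; nearly all actives have a fitted effect of over 65% in size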
CXXC DNA block: qHTS Fluorescence Polarization Assay for Inhibitors of MLL CXXC domain - DNA interaction; Histone-lysine N-methyltransferase 2A (Homo sapiens), Q03164; 0.037% of 290,000 active; Potency, µM (titrated, usually from 115 µM), inactives show top-dose activity change, negative = inhibition, hits mostly inhibitors; MLL-CXXC / FITC-HOXA9 DNA fluorescence polarization; AID 2662, 2010; active = well fitted inhibition curve with a large enough effect in the polarisation, with a control signal flat, not every such curve was filed as active; inconclusive = small, poorly fitted or top-dose-only effect, or effect the other way, or a change in a side signal; inactive = no such curve, though single readings can be large or run the other way; the % refers to the polarisation; also: potency is read from the fitted curve at half-maximal effect
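Steps: dispense CXXC domain solution (7 uM) → pin compounds or unlabeled HOX-A9 DNA control → 5 min ambient → add FLSN-HOX-A9 solution (50 nM) → spin → 30 min ambient → fluorescence polarization. Tris pH 7.5/NaCl/DTT/BSA buffer.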
TCR act: Activators of T cell receptors: qHTS campaign. 330,000 tested, under 10 active. Potency, µM (titrated, usually from 9.22 µM), inactives show at the top dose activation of IL-2 secretion, actives largely listed as activators. primary human leukocytes, anti-CD3, IL-2 HTRF, 48 h; also: % of control where 0% means no effect
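TCR engagement came from a-CD3 beads alone, with compounds added to primary human leukocytes for 48 hr. Secreted IL-2 bridged europium cryptate- and d2-labelled anti-IL-2 antibodies, giving FRET emission at 665nm after 320nm excitation.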
PTAP TSG101 blk: qHTS Assay for Iinhibitors of HIV-1 Budding by Blocking the Interaction of PTAP/TSG101. Tumor susceptibility gene 101 protein (Homo sapiens), Q99816. Fluorescence polarization, FITC-PTAP peptide / Tsg101 binding. Potency, µM (top dose mostly 115 µM), for inactives: at the top dose activity change, negative = inhibition, hits mostly inhibitors. 340,000 tested, under 10 active; active = well fitted inhibition curve with a large enough effect in the main read-out, with a control signal flat, not every such curve was filed as active; inconclusive = small, poorly fitted or top-dose-only effect, or effect the other way, or a change in a side signal; inactive = no such curve, though single readings can be large or run the other way; also: potency is read from the fitted curve at half-maximal effect; % of control where 0% means no effect
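Fluorescence anisotropy tracks displacement of a FITC-tagged PTAP peptide (50 nM) from the Tsg101 binding domain (10 uM), following a 20 min room-temperature incubation at pH 7.5.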
An asterisk follows results filed as active; ? = inconclusive; nt = no result given; [ ] = another dose, or the depositor's remark. Unless noted, calls follow the shape of the dose curve; as a rule, active = well fitted curve in the direction sought with a large enough effect; inconclusive = small, poorly fitted or top-dose-only effect, or another doubt; inactive = no such curve, though single readings can be large; an effect the other way counts as inactive or inconclusive. This is a random part of the collection; overall some 3.8% were active at least once.

mol	ELG1 repair inh	p53 reactivator	AT treatment	B2AR arrestin	TRPV1 agonist	CXXC DNA block	Integrin act MD	BRCA1 expr act	TCR act	PTAP TSG101 blk
CC(C)n1c(Oc2ccc(F)cc2)nc2c1c(=O)n(C)c(=O)n2C	4%	2%	-5%[11.5 µM]	-1.1%	1	-2%	35%	-3%	-6%	-1%
CN(C)c1ccc(NC(=O)c2cc3c(=O)n4ccccc4nc3n2C)cc1	nt	nt	nt	nt	nt	nt	6%	69%	0%	-5%
O=c1oc2ccccc2cc1-c1nc2ccccc2o1	?	12%	0%	-0.4%	9	-6%	21%	-27%	7%	-2%
CCOC(=O)c1c(C)[nH]c(C(=O)COC(=O)c2c(CC)noc2C)c1C	-10%	-3%	-15%	0.3%	-4	nt	1%	-17%	4%	1%
CC(=O)N1CCC(C(=O)NC2CCCc3c2cnn3-c2cc(F)cc(F)c2)CC1 (stereo not given)	1%	19%	8%	-0.6%	3	3%	7%	9%	-4%	0%
O=C(NCC1CCCO1)c1cc(C(=O)C2CC2)c[nH]1 (stereo not given)	21%	2%	-3%	-0.2%	nt	-1%	0%	-2%	-6%	-6%
Cc1cc(=O)oc2cc(Nc3ccccc3)ccc12	?	?	30%	-1.4%	-7	7%	16%	37%	-7%[46.1 µM]	-3%
Cc1ccc2c(c1)c1c(n2CC(O)Cn2c(C)nc3ccccc32)/C(=N\O)CCC1 (stereo not given)	-7%	-13%	9%	0.0%	-5	25%	-29%	-70%	1%	-4%
COc1ccc(OC)c(S(=O)(=O)N2CCc3ccccc32)c1	-5%	-26%	0%	-0.3%	-9	1%	-14%	-11%	-1%	-4%
Cc1cc(C(=O)Nn2c(C)nc3ccccc3c2=O)ccc1[N+](=O)[O-]	-8%	-5%	2%	-0.2%	5	-1%	-12%	-17%	2%	-5%
CC(=O)Nc1ccc(NC(=O)c2ccccc2-n2cnnn2)cc1	?	3%	5%	0.1%	-2	nt	2%	-11%	-3%	-5%
CC(=O)N/C(=C\c1ccccc1)C(=O)OCC(=O)c1ccccc1	2%	7%	7%	-0.3%	3	nt	-21%	-7%	-7%	-1%
COc1cc2c(cc1OC)C(CCc1ccccc1)=NCC2	-6%	2%	-2%	-0.7%	4	-5%	-34%	-24%	3%	-1%
COc1cc(/C=C/c2ccccc2)cc(OC)c1	nt	nt	nt	nt	nt	nt	5%	66%	-3%	0%
COCCn1c(SCc2ccc(C(=O)OC)o2)nc2cc(Cl)ccc2c1=O	?	4%	-8%	-1.6%	7	-4%	-6%	-33%	3%	-13%
CN1CCN(CCCNC(=O)c2ccc3c(Cl)c4c(nc3c2)CCCC4)CC1	0%	12%	-9%	-0.1%	-2	10%	-75%[inhibitor]	-37%	-5%	-7%
CC(=O)c1ccc(S(=O)(=O)N2CCC(NC(=O)c3ccccc3)CC2)cc1	?	13%	2%	0.1%	0	-2%	21%	-18%	6%	-2%
O=C(COC(=O)c1ccccc1O)NCc1ccc2c(c1)OCO2	-6%	4%	1%	0.3%	nt	nt	22%	29%	-1%	-10%
COc1cccc(CNC(=O)CC(NC(=O)c2ccccc2)c2ccccc2)c1 (stereo not given)	21%	-2%	-4%	0.0%	-1	nt	22%	-11%	-1%	-3%
CNC(=O)c1c(NC(=O)c2ccco2)sc(C)c1C	?	4%	5%	-0.1%	2	nt	10%	-12%	-29%	-3%
COc1ccccc1CNC(=O)CN1CCN(c2ccc(C(C)=O)cc2)CC1	-1%	-5%	-3%	0.1%	2	3%	3%	-9%	2%	-10%
CCOC(=O)c1nnc(-c2ccccc2)[nH]c1=O	?	10%	-1%	0.1%	1	-6%	7%	13%	6%	-7%
Nc1c([N+](=O)[O-])cnnc1-c1ccccc1	11%	3%	1%	-0.5%	4	1%	-7%	-6%	-4%[46.1 µM]	-2%
Fc1cc(Br)ccc1Nc1nc2ccccc2n2nnnc12	?	?	5%	3.2%	0	3%	5%	-34%	2%[46.1 µM]	0%
COc1ccc(/C=N/NC(=O)c2cccnc2)cc1COc1ccc([N+](=O)[O-])cc1	-7%	10%	-27%	-0.6%	-1	-6%	-18%	-29%	5%	-1%
O=C(c1cccc(N2C(=O)C3C4C=CC(C4)C3C2=O)c1)N1CCCCCC1 (stereo not given)	6%	-3%	0%	0.3%	1	3%	11%	-1%	-3%	0%
Cc1ccc(N2C(=O)CSC2c2cccnc2)cc1F (stereo not given)	1%	0%	-8%	-0.2%	2	-13%	13%	-3%	-2%	-6%
Cc1nc(C(=O)NC2CCOCC2)sc1C1(C)CC(c2cccc([N+](=O)[O-])c2)=NO1 (stereo not given)	-5%	-1%	0%	-0.1%	0	-26%	-10%	-16%	3%	0%
O=C(CSc1ccc2nnc(CCNC(=O)c3ccccc3)n2n1)Nc1ccccc1F	15%	0%	0%	-0.4%	3	-1%	9%	12%	-1%	-2%
O=C(CN1C(=O)NC2(CCCC2)C1=O)N1CCN(S(=O)(=O)c2cc(Cl)ccc2Cl)CC1	-14%	8%	4%	0.4%	2	nt	-18%	-2%	16%	-2%
Cc1cccc(CCN2C(N(C)C)=NC[C@@H]2Cc2ccccc2)c1	?	-5%	2%	-0.6%	nt	nt	-21%	-37%	-2%	2%
COc1ccccc1N1CCN(CC(=O)Nc2nccs2)CC1	-24%	-3%	-7%	-0.5%	1	4%	0%	0%	-10%	-2%
CN1CCN(S(=O)(=O)c2ccc(NC(=O)c3ccccc3F)cc2)CC1	3%	-4%	3%	-0.5%	7	6%	0%	0%	5%	-7%
COc1cc(C(C)=O)ccc1COc1ccc(C(=O)OC(C)C(=O)NC(N)=O)cc1OC (stereo not given)	?	-5%	2%	-0.8%	0	0%	14%	-12%	1%[46.1 µM]	0%
Cc1cc(C=O)c(C)n1-c1cccc(C(=O)O)c1	13%	0%	-5%[11.5 µM]	0.2%	1	-4%	-12%	-14%	3%	-5%
COc1cc(/C=N/NC(=O)c2cccc(C(=O)N/N=C/c3ccc(O)c(OC)c3)n2)ccc1O	-4%	2%	17%	2.5%	2	?	4%	-3%	1%	0%
Cc1ccnc(NS(=O)(=O)c2ccc(NC(=O)C3COc4ccccc4O3)cc2)n1 (stereo not given)	-17%	1%	-2%	0.1%	0	1%	-37%[inhibitor]	0%	-4%	-2%
Nn1c(Nc2ccc(Cl)cc2)nncc1=O	-8%	1%	4%	0.0%	2	0%	0%	0%	4%	-7%
Cc1ccc(N(CC(=O)NCc2ccc(F)cc2)C(=O)CCC(=O)Nc2ccccn2)cc1C	-13%	-2%	3%	0.0%	1	9%	0%	-26%	2%	0%
COc1ccc(CCNC(=O)Cn2nnc(-c3ccc(OC)c(OC)c3)n2)cc1OC	?	0%	13%	0.0%	0	13%	-7%	-4%	-1%	-1%
COc1ccc(NC(=O)CC2Nc3cccc4cccc(c34)NC2=O)cc1 (stereo not given)	23µM*	1%	5%	-0.2%	2	3%	-1%	-20%	2%	2%
S=C(NCc1ccco1)Nc1ccc2c(c1)OCCO2	?	18%	-7%	0.0%	0	?	9%	39%	-11%	-2%
Cc1ccc(NC(=O)CSc2ncc(S(=O)(=O)c3ccccc3)c(=O)[nH]2)cc1C	20%	13%	4%	-0.7%	-1	9%	16%	23%	7%[46.1 µM]	-5%
O=C(Cc1cccc2ccccc12)Nc1ccc2oc(-c3ccccc3)nc2c1	?	-1%	5%	-0.3%	-9	-13%	-12%	11µM*	nt	-3%
C/C=N/NC(=O)c1cc(Br)ccc1O	2%	10%	-10%	-0.5%	-4	4%	11%	-26%	1%[46.1 µM]	0%

From PubChem BioAssay
